# Screening results as filed in PubChem BioAssay.
# TAG inh – reduces triacylglycerol accumulation in H9c2 cells; Nile Red lipid (TAG) fluorescence; cells loaded with 200 µM oleic acid; inhibition, % at 12.5 µM; actives 0.66% (n = 230,000); AID 651582;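 active means pattern-corrected inhibition of lipid staining of at least 50% with the nuclear-stain viability signal not falling by more than 50%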;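 further: 0% = DMSO wells and 100% = triacsin C control wells; some results filed as inactive read as strong as hits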
# TAG inh DAPI viability – second read-out of TAG inh, no call of its own (marks repeat the call); DAPI nuclei signal change (viability), lower = more cytotoxic, %;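 whole-well DAPI fluorescence read on a plate reader as a viability signal; minus 50 percent equals half of cells still viable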
# Numbers without * were called inactive.
mol	TAG inh DAPI viability	TAG inh
CC(C)Cc1nc(SCC(=O)NCc2ccccc2)n[nH]1	-7	7
Cc1occc1C(=O)O/N=C(\N)c1ccc(Cl)cc1	-13	-6
COc1ccc(Nc2ncnc3c2cnn3Cc2ccc(C)cc2)cc1	-12	-202
CC(=O)c1ccc(NC(=O)C[n+]2cccc(C)c2)cc1	1	0
COc1cccc(NC(=O)c2cccnc2)c1	9	-2
O=c1c2[nH]c3ccc(F)cc3c2ncn1CCCn1ccnc1	-6	14
CCCCn1c(CN2CCN(C(=O)c3ccco3)CC2)nc2c1c(=O)n(C)c(=O)n2C	-13	6
O=S(=O)(Nc1ccc(N2CCCCC2)cc1)c1ccc(F)cc1	2	-19
COC(=O)c1cccc(S(=O)(=O)N2CCC(n3nnc4cc(F)ccc43)CC2)c1	-9	4
Cc1ccc(NC(=O)[C@@H]2CCCN2S(=O)(=O)c2ccccc2F)cc1	-2	3

# The listing continues:
mol	TAG inh DAPI viability	TAG inh
CCc1cnccc1CCC(=O)Nc1ccccc1C	-8	11
COc1ccc(NC(=O)Cc2ccccc2F)cn1	10	-24
CCOC(=O)CC(=O)CSc1nc2c(cc1C#N)CCCCC2	5	-3
COc1cc(NC(=O)C2CC(=O)N(CCc3ccccc3)C2)cc(OC)c1 (configuration not stated)	-4	17
O=C(CSc1nnc(NC(=O)c2ccco2)s1)Nc1ccc(F)cc1F	-1	-4
CC(=O)N1CCN(CCN=CC2=C(O)CC(c3ccc(Cl)cc3)CC2=O)CC1 (configuration not stated)	5	-19
O=C(CSCC(=O)NN=Cc1ccccc1)NN=Cc1ccccc1	1	14
CCOc1ccc(CCNC(=O)CCNC(=O)c2ccc(Br)cc2)cc1OCC	2	35
CCOC(=O)C1CCCN(C(=O)c2cc(Nc3ccc(OC)c(OC)c3)nc3ccccc23)C1 (configuration not stated)	-5	-42
COc1ccc2oc(C(=O)N(C)Cc3ccc(OC(F)F)cc3)c(C)c2c1	1	-16

# (cont.)
mol	TAG inh DAPI viability	TAG inh
CC1Sc2ccc(C(=O)NCc3cccc(C(F)(F)F)c3)cc2NC1=O (configuration not stated)	-4	-5
N#CC1(NC(=O)COC(=O)c2nc(Cl)c(Cl)c(N)c2Cl)CCCCC1	6	-1
COc1ccc(C(C)NC(=S)NCc2ccc(F)cc2)cc1 (configuration not stated)	-1	-21
C=CCOc1ccc(NC(=O)C2CC(=O)N(C(C)C)C2)cc1 (configuration not stated)	19	13
O=C(Cc1cccs1)NCCS(=O)(=O)N1CCN(c2ccccc2)CC1	-6	11
Cc1cc(C)n2nc(C(=O)N3CCCC(CNS(=O)(=O)c4cccs4)C3)cc2n1 (configuration not stated)	5	-5
COc1ccc(CNC(=O)CN2CCN(C(c3ccccc3)c3ccccc3)CC2)cc1	1	-26
O=S(=O)(c1ccc(NC(=S)N2CCOCC2)cc1)N1CCCCC1	-3	16
COc1ccc(S(=O)(=O)N(CC(=O)NC2CCCCC2)c2ccc(F)cc2)cc1	2	1
O=C(CSc1cn(CCNC(=O)c2ccccc2F)c2ccccc12)NCC1CCCO1 (configuration not stated)	0	3

# Record cards (already shown). Order of screens: TAG inh DAPI viability	TAG inh
# CC(=O)N1CCN(CCN=CC2=C(O)CC(c3ccc(Cl)cc3)CC2=O)CC1 (configuration not stated) as listed: 5	-19
# CCOc1ccc(CCNC(=O)CCNC(=O)c2ccc(Br)cc2)cc1OCC as listed: 2	35
# COc1cccc(NC(=O)c2cccnc2)c1 as listed: 9	-2
# CCOC(=O)CC(=O)CSc1nc2c(cc1C#N)CCCCC2 as listed: 5	-3
# O=C(CSCC(=O)NN=Cc1ccccc1)NN=Cc1ccccc1 as listed: 1	14

# Other records:
mol	TAG inh DAPI viability	TAG inh
Cc1ccc(CN(C)C(=O)c2ccc3c(c2)NC(=O)CS3)o1	-2	4
Cc1[nH]nc(C(F)(F)F)c1N=NN1CCOCC1	-12	44
COc1ccc(C)cc1NC(=O)NC1CCCCCCC1	-16	-19
COc1ccc(C2=CSC3=C(C(=O)c4cccc(S(=O)(=O)N(C)C)c4)CCN23)cc1	2	12
Cc1cc(NC(=O)CSc2nnc(C(C)N(C)C)n2Cc2ccccc2)no1 (configuration not stated)	23	6
Cc1c(NS(=O)(=O)c2ccc3c(c2)c(=O)n(C)c(=O)n3C)c(=O)n(-c2ccccc2)n1C	6	-11
CN(C(=O)c1ccc(NC(=O)Cc2ccc(NC(=O)C3CCCN(C(=O)C4CC4)C3)cc2)cc1)C1CCCC1 (configuration not stated)	3	-8
O=C(Nc1ccc2ncccc2c1)c1ccccc1Br	-3	0
CCc1ccc(/C=C2/C(=O)N(C)C(=S)N2CC(=O)OC)s1	0	16
CCCc1ccc(C(O)c2ncc(-c3ccc(OC)cc3)[nH]2)cc1 (configuration not stated)	16	-16

# (cont.)
mol	TAG inh DAPI viability	TAG inh
CCc1nnc(NC(=O)C2CCCN2S(=O)(=O)c2ccc(C)cc2)s1 (configuration not stated)	8	-10
Cc1ccc(C(=O)c2ccccc2C(=O)OCC(=O)N2CCCC2)cc1	15	4
CCNC(=S)N1CCC(C(=O)c2ccc(F)cc2)CC1	-4	-6
Cc1nn2c(N)c(-c3ccccc3)cnc2c1-c1ccccc1	20	7
Cc1ccc(NC(=O)CSCC(=O)Nc2ccc(N3CCOCC3)cc2N2CCOCC2)cc1	1	-5
CCOC(=O)CN1C(=O)C(O)=C(C(C)=O)C1c1ccc([N+](=O)[O-])cc1 (configuration not stated)	2	-17
O=C(CCc1nnc(-c2ccsc2)o1)NCc1ccccc1OC(F)(F)F	-11	-9
O=C(NCc1ccccc1)c1cccc(NC(=O)C2CCCCC2)c1	7	-11
CN(C)S(=O)(=O)c1ccc(NC(=O)Cn2ccsc2=N)cc1	2	4
COc1ccc([N+](=O)[O-])cc1NC(=O)COC(=O)c1ccccn1	-2	-1

# Additional records:
mol	TAG inh DAPI viability	TAG inh
O=C(CSc1nc2c(oc3ccccc32)c(=O)n1CC1CCCO1)NCc1ccccc1 (configuration not stated)	7	-6
Cc1onc(-c2c(F)cccc2Cl)c1C(=O)c1ccccc1O	1	-4
CCn1c(SCC(=O)N/N=C/c2cc(OC)c(OC)c(OC)c2)nc2ccccc21	-2	-7
O=C(NNS(=O)(=O)c1ccc(F)cc1)c1ccccc1F	-13	4
Cc1c(C(C)C)c(=O)n(-c2ccc(S(=O)(=O)NCc3ccccc3)cc2)n1C	-5	-3
NCCc1nnc(SCC(N)=O)o1	-5	-2
CCOc1ccc(C(=O)Nc2cccc(-c3cc4ccccc4oc3=O)c2)cc1[N+](=O)[O-]	-3	45
O=C(CN1CCOCC1)NCCNC(=O)CN1CCOCC1	0	1
CN(C)C(=O)N1CCN(C(=O)N(C)C)CC1	-3	-14
O=C(NCC1CCCO1)c1ccc2c(=O)n(CC3CCCO3)c(SCC(=O)N3CCCC3)nc2c1 (configuration not stated)	-2	-16

# (next part)
mol	TAG inh DAPI viability	TAG inh
Nc1nc(N)c2c(n1)CN(Cc1ccc(Cl)cc1)C2	3	-17
CC1Cc2cc(/C=C3/SC(=S)N(C)C3=O)ccc2O1 (configuration not stated)	0	-1
Cc1noc(/C=C/N(C)C)c1S(=O)(=O)N1CCCC(C(=O)NCc2ccco2)C1 (configuration not stated)	-8	28
N#Cc1cc(-c2ccccc2)oc1/N=C/c1ccccc1O	-13	16
O=C1CCN(C(=O)Nc2ccccc2)N1	-6	12
Cc1cc(-c2ccccc2)nc(Nc2nc3c(C)cccc3c(=O)[nH]2)n1	-1	-4
COc1ccc(CNCC(O)COc2cccc3c2OC(C)(C)C3)cc1 (configuration not stated)	-1	-1
COc1cc(C(=O)OCc2cccc(OC)c2OC)ccc1OCC(=O)N1CCOCC1	-2	15
CN(C(=O)COC(=O)c1cccnc1Cl)C1CCCCC1	-11	8
O=C(CNCC1CCCO1)N1CCN(S(=O)(=O)c2ccc3ccccc3c2)CC1 (configuration not stated)	-7	7

# New compounds follow
mol	TAG inh DAPI viability	TAG inh
CCOc1ccc(C(=O)N[C@H](C(=O)Nc2cccc(S(=O)(=O)N3CCOCC3)c2)C(C)C)cc1	-6	9
O=C(Cn1ncc(Cl)c(Cl)c1=O)NC(=O)NC1CCCCC1	-18*	56*
COC(=O)[C@]1(Cc2ccccc2)N[C@H](CN(C)C(=O)C2CCCCC2)[C@@H]2C(=O)N(C)C(=O)[C@@H]21	-10	7
S=c1[nH]nc(COc2ccccc2)n1C1CCCCC1	-12	15
CCO[C@@H]1OC(C(=O)N2CCN(Cc3ccc4c(c3)OCO4)CC2)=C[C@H](C2CC2)[C@H]1CCCO	-1	-28
O=C(NCc1ccccn1)C1CCCCC1	1	5
CCn1c(Cl)c(C=O)s/c1=N\S(=O)(=O)c1ccccc1	-27*	85*
COC(=O)CCc1nc2ccccc2nc1OC	11	-4
Cc1oc(-c2ccc(Cl)cc2)nc1CN1CCCC(C(=O)NCc2ccco2)C1 (configuration not stated)	0	3
COc1ccc(S(=O)(=O)N2CCC(C(=O)NCCc3ccc(OC)c(OC)c3)CC2)cc1	-4	2

# Next section; the last four above are carried over.
mol	TAG inh DAPI viability	TAG inh
CCn1c(Cl)c(C=O)s/c1=N\S(=O)(=O)c1ccccc1	-27*	85*
COC(=O)CCc1nc2ccccc2nc1OC	11	-4
Cc1oc(-c2ccc(Cl)cc2)nc1CN1CCCC(C(=O)NCc2ccco2)C1 (configuration not stated)	0	3
COc1ccc(S(=O)(=O)N2CCC(C(=O)NCCc3ccc(OC)c(OC)c3)CC2)cc1	-4	2
O=C(CN1CCNCC1)NCCSc1ccc(Cl)cc1	4	-10
O=C(N/N=C/C(Br)=C/c1ccccc1)c1cc(-c2ccco2)[nH]n1	-15	12
CC(=O)Oc1ccccc1C(=O)C=Cc1cccc([N+](=O)[O-])c1	1	-1
O=C(CSc1ccc(Cl)cc1)NCc1ccco1	-9	4
CCOc1ccc(NC(=O)CSc2ccc(-c3ccco3)nn2)cc1	2	7
Cc1ccc(C(=O)N2CCN(c3cnn(C)c(=O)c3Cl)CC2)cc1	8	-12
C=CCn1c(C)cc(-c2csc(NC)n2)c1C	4	2
COc1ccc(N(C(C)=O)S(=O)(=O)c2cccs2)cc1	1	-7
Cc1cccc(C)c1NC(=O)N1CCCC1C(=O)Nc1ccc(-n2cnnn2)cc1 (configuration not stated)	0	17
NC(=O)c1nc2c([nH]c1=O)CCCC2	4	0

# Next section
mol	TAG inh DAPI viability	TAG inh
c1ccc(COc2ncnc3c2ncn3CCCNCc2cccs2)cc1	-9	11
CC(=C1C(=O)c2ccccc2C1=O)N1CCN(C/C=C/c2ccccc2)CC1	-6	7
NC(=O)NN=C1CCN2CCCc3cccc1c32	9	1
COc1ccc(CCNC(=O)Cn2c(=O)n(Cc3ccco3)c(=O)c3ccc(Cl)cc32)cc1OC	5	27
CCOC(=O)C1CCCN(c2c(NCCN(C)Cc3ccccc3)c(=O)c2=O)C1 (configuration not stated)	-12	13
COCCCNC(=O)c1cc2c(=O)n3cccc(C)c3nc2n(C(C)C)c1=N	122	1
CCOC(=O)c1cc(-c2csc(COc3ccc(Cl)cc3)n2)on1	2	3
Cc1c(C(=O)NCC2CCCO2)sc2nc(-c3ccccc3)cn12 (configuration not stated)	-4	0
COc1cc2c(c(O)c1OC)C(=O)C(OC)CCC2 (configuration not stated)	-11	9
Cc1cccc2cc(CN(CC3CCCO3)C(=O)c3ccncc3)c(=O)[nH]c12 (configuration not stated)	0	1

# Further records follow:
mol	TAG inh DAPI viability	TAG inh
O=C(NC1CCCCCC1)C(=S)N1CCCC1	1	-8
CN(CC(=O)Nc1ccccc1Cl)CC(=O)c1c(N)n(Cc2ccccc2)c(=O)n(C)c1=O	3	-9
COc1ccc(N2CCN(C(=O)CCN3C(=O)c4ccccc4S3(=O)=O)CC2)cc1	-6	1
CSCCC(NC(=O)c1ccco1)C(=O)N1CC=C(c2ccccc2)CC1 (configuration not stated)	1	-12
COc1ccc(C(=C(CC(=O)O)C(=O)OC(C)(C)C)c2cc(OC)c(OC)c(OC)c2)cc1OC	-6	3
CCC(=O)N1CCc2cc(S(=O)(=O)N3CCN(c4ccccn4)CC3)ccc21	-9	-11
Oc1c(Cl)cc(Cl)cc1C1Nc2ccccc2-n2cccc21 (configuration not stated)	3	-5
CCOC(=O)NC(=S)Nc1ccc(C(C)(C)C)cc1	1	-5
COCCCC1CCN(C(=O)C2CCC(=O)N(C3CCCC3)C2)CC1 (configuration not stated)	3	-7
CCc1cccc(CC)c1NC(=O)CN1CC(C)SC1=NC1CCCCC1 (configuration not stated)	10	-8

# Other compounds
mol	TAG inh DAPI viability	TAG inh
O=C(COC(=O)c1cc(S(=O)(=O)N2CCOCC2)ccc1O)NCc1ccc2c(c1)OCO2	4	-4
CCC(C)NC(=O)C1c2ccccc2C(=O)N1Cc1ccc(OC)cc1OC (configuration not stated)	-16	6
COc1ccc2[nH]c(=O)c(CN(Cc3cccnc3)Cc3nnnn3CC3CCCO3)cc2c1 (configuration not stated)	1	10
C[C@@H]1CN([C@@H](C)CO)C(=O)CCCn2nncc2CO[C@@H]1CN(C)C(=O)C1CCCCC1	5	6
NNC(=O)c1ccc(COCC(F)(F)C(F)F)cc1	-13	10
COC(=O)c1ccc(Sc2nnnn2-c2ccccc2)c([N+](=O)[O-])c1	10	9
CN1C(=O)c2ccccc2N(C)C1c1ccccc1Cl (configuration not stated)	3	8
CC1S/C(=N/N=C/c2cccs2)NC1=O (configuration not stated)	2	3
O=C(Cn1cnc2c(NCc3ccccc3)ncnc21)NCc1ccccc1	-37	48
COc1cccc(C(=O)COc2cccc(NC(=O)c3cccc([N+](=O)[O-])c3)c2)c1	13	-11
CC(Sc1cccc[n+]1[O-])C(=O)Nc1cccc([N+](=O)[O-])c1 (configuration not stated)	6	-2
N#Cc1cccc(NC(=O)CSc2n[nH]c(=O)[nH]c2=O)c1	-9	8
Cc1cc(C)nc(Nc2ccc(N3CCCC3)cc2)n1	-3	-8

# Only part of the results is shown, so the mix of outcomes need not match the whole.
